High-throughput results as filed in PubChem.
APJ ag: activates the human apelin receptor APJ | activation, % at 20 µM | AID 2520 | actives 0.11% (n = 330,000) | CHO-K1 APJ PathHunter beta-arrestin, luminescence; 0% DMSO wells, 100% apelin;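 active = activation more than six SD over the plate average, tested at 20 µM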;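 also: 0% = DMSO alone and 100% = apelin-13 at 10 nM; some results filed as inactive read as strong as hits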
Target sequence (P35414 whole entry, looked up): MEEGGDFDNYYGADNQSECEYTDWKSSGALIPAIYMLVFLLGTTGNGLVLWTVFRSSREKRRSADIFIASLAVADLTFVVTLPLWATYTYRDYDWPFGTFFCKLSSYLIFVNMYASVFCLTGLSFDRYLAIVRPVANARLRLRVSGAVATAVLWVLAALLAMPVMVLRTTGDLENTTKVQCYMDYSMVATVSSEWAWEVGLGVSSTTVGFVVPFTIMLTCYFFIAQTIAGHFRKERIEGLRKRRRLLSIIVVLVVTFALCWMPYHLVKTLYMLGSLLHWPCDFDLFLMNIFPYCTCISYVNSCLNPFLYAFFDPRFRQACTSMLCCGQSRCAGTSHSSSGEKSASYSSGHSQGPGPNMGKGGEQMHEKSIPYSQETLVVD
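Material: engineered CHO-K1 APJ arrestin reporter cells; amount: 1000 CHO-K1 reporter cells seeded per well; incubation: compound stimulation 90 min at 25 °C, detection 60 min; signal: luminescent beta-gal fragment complementation, chemiluminescent substrate; read-out basis: APJ agonist activity; controls: DMSO-only wells as negative, 10 nM Apelin-13 as positive control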
EBI2 antag: antagonists of human EBI2 receptor; inhibition, % at 5 µM; actives 0.81% (n = 360,000); EBI2 beta-arrestin recruitment, luminescence, 7a,25-OHC stimulated; P32249; in the data active = inhibition above about 38%;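 also: enzyme fragment complementation signal reports receptor beta-arrestin coupling in cells; 0% = agonist plus DMSO wells and 100% = wells without agonist; some results beyond the cut were filed as inactive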
CXCR6 block: inhibitors of human CXCR6 receptor; O00574; CHO-K1 PathHunter CXCR6 beta-arrestin, luminescence; inhibition, % at 20 µM; actives 0.36% (n = 360,000); AID 602244; in the data active = inhibition above about 34%, passing the limit was not always enough;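 also: antagonist mode with CXCL16 agonist at 10 nM final; 0% = 10 nM CXCL16 with DMSO and 100% = unstimulated wells without agonist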
UBC13 polyUb: human UBC13 polyubiquitination inhibition. P61088. UBC13 polyubiquitin chain formation, TR-FRET. inhibition, % at 20 µM. actives 0.47% (n = 330,000). AID 485273; in the data active = inhibition above about 45%, passing the limit was not always enough; inconclusive = no clear call, values can overlap the other calls
Target sequence (P61088 whole entry, looked up): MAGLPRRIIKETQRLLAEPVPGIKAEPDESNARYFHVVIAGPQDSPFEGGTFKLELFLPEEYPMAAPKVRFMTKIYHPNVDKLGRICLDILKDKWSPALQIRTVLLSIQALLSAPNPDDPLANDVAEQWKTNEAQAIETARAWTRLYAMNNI
APJ antag: antagonists of human APJ apelin receptor; AID 2521; P35414; inhibition, % at 20 µM; CHO-K1 APJ beta-arrestin complementation, luminescence; actives 0.32% (n = 330,000);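 active = inhibition above about 40% at 20 µM, limit read from the data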;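 also: cells challenged with 10 nM apelin-13 agonist together with compound; plate controls were apelin-13 plus DMSO wells for no effect and DMSO wells lacking apelin-13 for full effect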
CCR6 antagonist: blocks CCL20-driven beta-arrestin recruitment at human CCR6. P51684. CHO-K1 CCR6 PathHunter beta-arrestin, luminescence, CCL20-stimulated. inhibition, % at 20 µM. actives 0.49% (n = 340,000);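 active = compounds whose inhibition of the agonist-driven luminescence signal at 20 µM reaches about 50%, limit read from the data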;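 also: cells stimulated with CCL20 at 14 nM final; plate controls were DMSO with CCL20 for no effect and DMSO without agonist for full effect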
Target sequence (P51684 whole entry, looked up): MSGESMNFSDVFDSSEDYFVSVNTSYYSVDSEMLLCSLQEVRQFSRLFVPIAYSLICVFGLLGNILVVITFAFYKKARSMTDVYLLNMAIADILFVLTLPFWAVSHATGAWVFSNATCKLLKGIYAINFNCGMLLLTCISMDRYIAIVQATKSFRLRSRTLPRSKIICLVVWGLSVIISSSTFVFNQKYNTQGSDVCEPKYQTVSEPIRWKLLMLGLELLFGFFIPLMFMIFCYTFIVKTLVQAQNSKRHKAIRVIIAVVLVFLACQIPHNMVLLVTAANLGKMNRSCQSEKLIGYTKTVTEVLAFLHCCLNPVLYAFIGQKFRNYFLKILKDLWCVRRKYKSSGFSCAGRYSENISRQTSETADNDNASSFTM
Gli-Sufu antag: blocks Gli-Sufu signaling in a luciferase reporter. Sufu-KO-LIGHT fibroblasts, Gli luciferase reporter luminescence. inhibition, % at 5 µM. actives 0.74% (n = 340,000);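 active = inhibition above about 55%, limit read from the data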;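 also: 0% = DMSO-treated cells and 100% = wells with medium but no cells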
ATG4B inhibitor: inhibitors of human ATG4B cysteine protease. Q9Y4P1. ATG4B cleavage of LC3-PLA2, NBD-HPC fluorescence, 1 h. inhibition, % at 8.33 µM. actives 0.51% (n = 340,000). AID 504462; in the data active = inhibition above about 40%
Numbers without * were called inactive; ? = inconclusive; . = not tested or not shown.

SMILES	APJ ag	EBI2 antag	CXCR6 block	UBC13 polyUb	APJ antag	CCR6 antagonist	Gli-Sufu antag	ATG4B inhibitor
COc1ccc(Cl)cc1NC(=O)COc1ccc2c(c1)OCO2	-4	-7	7	6	-3	6	0	1
CC(C)CN(C(=O)CN1C(=O)C2CCCCC2C1=O)c1c(N)n(Cc2ccccc2)c(=O)[nH]c1=O (centres undefined)	1	2	2	-6	-20	-11	-3	-3
O=C(O)C(Oc1ccc2ccccc2c1)c1ccccc1 (centres undefined)	-3	4	2	-2	-10	3	2	4
COc1ccc(C(=O)NC(=S)N2CCN(c3ccccc3O)CC2)cc1	1	4	-3	-4	-3	15	-4	-4
CC1(C)Oc2ccc3ccc(=O)oc3c2/C(=C/NC2CCCCC2)C1=O	-1	22	6	8	26	5	-8	-1
O=C(NCc1ccccn1)c1c(O)c2c([nH]c1=O)CCCC2	-2	4	2	0	-10	14	-6	7
O=C(/C=C/Sc1ccccc1)c1ccccc1	-6	0	12	4	22	31	-24	-8
CC(C)CNC(=O)COC(=O)c1c2c(nc3ccccc13)/C(=C/c1cccs1)CC2	.	-14	-4	.	.	7	39	0
Cc1ccc(NC(=O)C2CCN(C(=O)NC3CCCCC3)CC2)cc1Cl	-4	19	4	0	-1	3	14	-14
CCOc1ncccc1C(=O)Nc1nnc(C2CC2)s1	-4	7	-5	6	14	1	-9	11
Cn1nnnc1SCC(=O)Nc1nc2c(F)c(F)c(F)cc2s1	-3	-1	-2	-10	11	-2	-7	-5
COc1ccc2c(C)cc(SCn3nnc4ccccc4c3=O)nc2c1	-1	-6	1	1	6	16	-5	8
CCN(CC)CCNC(Cc1ccccc1)c1cccc(OC)c1 (centres undefined)	.	0	1	.	.	-5	3	-1
O=C(CSc1nnc(NC(=O)c2ccccc2F)s1)NC1CC1	0	-4	1	2	22	12	-33	-3
C=CCc1cccc(/C=N/c2nc3ccccc3n2CC)c1O	-3	-7	3	-5	22	0	12	3
CCNC(=O)COC(=O)c1cc(=O)[nH]c2ccccc12	-1	-8	4	8	2	-2	2	-8
Cc1cc(OCCn2ccnc2)cc(C)c1Cl	-2	-2	4	15	19	20	-2	3
CC(=NCC1CCNCC1)C1=C(O)CC(C)(C)CC1=O	1	-8	12	-7	10	-15	4	-9
COc1ccc(C(=O)OCC(=O)N2CCc3ccccc3C2)cc1OC	-4	0	5	6	10	9	2	1
C=CCN(c1cccc(C(F)(F)F)c1)S(=O)(=O)c1cccc(C(=O)OCC(=O)NCCC)c1	0	4	2	-20	17	-2	1	-13
CCCC(=O)Nc1ccc(C(=O)Nc2nc(CC(=O)OCC)cs2)cc1	-1	-1	-3	-7	9	1	7	-9
CCC(Sc1ncnc2c1nnn2-c1ccc(F)cc1)C(=O)OC (centres undefined)	-1	4	10	-9	-11	15	8	-9
CCOC(=O)c1c(NC(=O)c2noc(C)c2[N+](=O)[O-])sc(C(C)=O)c1C	-2	3	6	1	13	4	-4	-10
CN(C)S(=O)(=O)c1cccc(C(=O)Nc2cc(S(=O)(=O)N3CCOCC3)ccc2O)c1	-2	-5	2	-10	5	3	0	2
CCN(CC(=O)Nc1c(F)cccc1F)C(=O)Cc1csc(-c2ccc(OC)c(OC)c2)n1	4	-5	4	6	-20	6	-15	-2
Later entries
SMILES	APJ ag	EBI2 antag	CXCR6 block	UBC13 polyUb	APJ antag	CCR6 antagonist	Gli-Sufu antag	ATG4B inhibitor
O=C(CCNC(=O)c1ccc(Br)cc1)Nc1ncccc1O	5	-7	6	4	0	2	0	-4
O=C(Nc1nn[nH]n1)c1cccc(Oc2ccccc2)c1	-2	-10	2	2	31	17	-32	-1
CC(C)(C)OC(=O)N1CCC(NC(=O)c2nc[nH]c2C(=O)N2CCN(C(=O)OC(C)(C)C)CC2)CC1	-3	-4	8	-9	-7	6	-8	-10
O=C(Cc1ccccc1)Nc1c(C(=O)N2CCOCC2)cnn1-c1ccccc1	-3	-2	-1	-8	13	-6	-3	12
Cc1ccc(CNC(=O)C(Cc2ccccc2)NS(=O)(=O)c2ccc(Br)s2)cc1 (centres undefined)	-3	3	5	-7	-11	15	2	-4
Cc1ccc(S(=O)(=O)Nc2cccc(C(=O)NCC(c3ccccc3)N(C)C)c2)cc1F (centres undefined)	0	2	2	-4	1	-9	-3	5
COc1ccc(S(=O)(=O)NCC(=O)N(CC(=O)NCC2CCCO2)Cc2ccc(F)cc2)cc1 (centres undefined)	-1	-3	-2	-4	7	-2	-1	-2
Cn1c(CBr)c(C(=O)c2ccc([N+](=O)[O-])cc2)c(=O)n(C)c1=O	4	-9	2	-7	-17	7	2	-4
COc1ccc(N(CC(=O)Nc2ccccc2C(N)=O)S(=O)(=O)c2ccc(C)c([N+](=O)[O-])c2)cc1	0	3	7	-12	-3	2	-8	4
CCCCC(=O)Nc1nnc(S(=O)(=O)N(CC)c2ccc(OC)cc2)s1	-3	3	4	-2	16	-4	-4	6
CC1(C)COC(c2coc3ccccc3c2=O)OC1	2	-10	10	5	-1	13	-32	2
CC(C)Cc1c2c([nH]c(=S)c1C#N)CCCC2	-1	-17	-8	?	-8	-8	-4	-16
Cc1ccc(NCC(=O)N=Nc2c(O)[nH]c3ccc([N+](=O)[O-])cc23)cc1	-4	.	.	-31	8	24	-21	0
O=C(CSc1nc2ccccc2c(=O)n1CC1CCCO1)Nc1ccccc1Cl (centres undefined)	-4	13	5	10	13	7	-37	4
Fc1ccc(CN2CCN(c3ncccn3)CC2)c(F)c1	-2	0	-5	-7	10	-4	-5	0
O=C1C[C@@H]2c3c(cccc3CN1Cc1ccccc1F)C[C@@H](O)[C@H]2O	.	9	-4	.	.	2	-8	0
COc1ccc(CCNC(=O)CSc2nc(C)cc(C)n2)cc1OC	-1	-7	4	5	15	-2	16	-1
CC(C)C[C@H](NC(=O)c1nc[nH]c1C(=O)N[C@@H](CCCCNC(=O)OC(C)(C)C)C(=O)OC(C)(C)C)C(=O)OCc1ccccc1	1	-1	10	-6	19	2	-9	-15
FC(F)(F)c1nnc2sc(-c3cccs3)nn12	2	-3	-2	3	-4	-7	12	-11
CCOC(=O)C(Cc1cc(N)c(Oc2ccc(OC)cc2)c(N)c1)NC(C)=O (centres undefined)	.	4	1	.	.	-2	4	2
Cn1ncn2c(=O)c3c(nc12)-c1ccccc1CC31CCCC1	-3	2	9	27	18	16	12	-7
C/C(=N/NC(=O)CN(c1ccccc1)S(=O)(=O)c1ccccc1)c1ccccc1O	-3	16	-2	-17	-1	4	41	-7
Clc1cc(-c2ccc(/C=N/n3cnnc3)o2)ccc1Br	0	8	0	6	-6	9	4	-3
Oc1ccc(CN2CCCCC2)nc1-c1ccccc1	-1	-13	-5	8	5	7	10	3
Cc1ccc(-c2csc(N3CCN(CCCn4c(C(F)(F)F)nc5ccccc54)CC3)n2)cc1	0	4	8	1	1	-7	19	13
Next part:
SMILES	APJ ag	EBI2 antag	CXCR6 block	UBC13 polyUb	APJ antag	CCR6 antagonist	Gli-Sufu antag	ATG4B inhibitor
Nc1ncc(Br)cc1S(=O)(=O)NCCC(=O)NC1CCCCC1	0	-5	0	-1	13	19	.	4
Cc1ccccc1N1C(=O)CC(c2c[nH]c3ccccc23)C1=O (centres undefined)	-1	-10	-10	8	4	-3	0	5
CCCCn1c(SCC(=O)c2ccc(OCC)cc2)nc2cc(S(N)(=O)=O)ccc21	-3	8	5	2	-1	6	-9	0
CCc1ccc(NC(=S)N(Cc2cccnc2)Cc2ccco2)cc1	-1	17	-5	1	-11	15	18	3
CSc1ncccc1C(=O)NC1CCCCCC1	-4	-18	4	5	-3	7	-3	0
Cc1ccc(C(=O)Nc2ccc3c(c2)OCO3)o1	-2	-13	7	-4	-10	-3	-52	7
COc1ccc(C(=O)Nc2ccc(Cl)c(S(=O)(=O)N3CCOCC3)c2)cc1	12	0	-8	0	-2	6	-3	-3
COc1ccc(CNC(=O)COC(=O)CN2C(=O)C(C)Oc3ccc(C)cc32)cc1 (centres undefined)	-2	-1	2	1	-19	12	-9	-7
CCc1ccc(S(=O)(=O)NCc2ccc(N3CCN(C)CC3)cc2)cc1	7	1	-7	0	-46	3	3	1
Cn1nc(C(=O)NNC(=O)c2cccc(Cl)c2)c2ccccc2c1=O	-5	-4	-3	-5	10	11	-7	-6
CCOC(=O)N1CCN(C(=O)/C(=C/c2ccc(Br)cc2)NC(=O)c2ccc(OC)cc2)CC1	-2	-9	12	15	2	-6	14	-11
COc1ccc(CCN2C(=O)CS/C2=N\NC(=O)c2cccs2)cc1OC	-3	0	5	6	-7	-1	-4	-9
CCOC(=O)C1C(c2ccc(C)o2)NC(=O)NC1(O)C(F)(F)F (centres undefined)	-3	-1	-8	6	0	-2	-3	2
O=[N+]([O-])c1ccc(N2CCN(c3ccccc3O)CC2)c(Cl)c1	-1	11	-15	-5	-16	-14	11	12
COc1cccc(N2CCN(C(=O)CCSCc3ccccc3F)CC2)c1	-4	-4	-2	-5	26	11	-12	-5
COc1cc2c(cc1OC)/C(=C/C(=O)c1ccc(NC(C)=O)cc1)NCC2	4	-2	-2	-6	-21	-1	-1	-11
COc1cccc(C(=O)NNC2=C(C(=O)C(F)(F)F)CCC2)c1	-1	1	-1	3	-14	13	-9	6
O=C(NC1CCCC1)C1CCC(=O)N1C1CCCC1 (centres undefined)	4	-6	-4	-1	20	5	17	-1
Cc1ccc2cc(C#N)c(SCC(=O)N3CCCc4ccccc43)nc2c1	-3	0	2	12	-21	11	16	-6
Cc1ccc(C2CC(=O)Nc3sc(C(N)=O)c(N)c32)cc1 (centres undefined)	-4	-13	6	-1	4	-15	4	9
O=[N+]([O-])c1ccc(O)c(/C=N/Nc2ccccn2)c1	.	64*	22	.	.	61*	72*	13
O=C(CCCCCN1C(=O)c2ccccc2C1=O)Nc1ccc(C(=O)O)cc1	-1	-7	-9	-7	7	12	-6	0
COCc1cc(C)nc2sc3c(=O)n(Cc4ccco4)nnc3c12	.	-1	4	.	.	11	-24	6
CCOc1ccc(NC(=O)C2CCCN(C(=O)NCc3ccccc3)C2)cc1 (centres undefined)	6	-9	-3	-14	-5	-6	4	2
CCC1C(=O)Nc2ccccc2N1C(=O)COc1ccccc1 (centres undefined)	-4	-7	9	-4	9	3	7	0

Quoted at random: 5 entries already listed.
SMILES	APJ ag	EBI2 antag	CXCR6 block	UBC13 polyUb	APJ antag	CCR6 antagonist	Gli-Sufu antag	ATG4B inhibitor
CCOc1ccc(NC(=O)C2CCCN(C(=O)NCc3ccccc3)C2)cc1 (centres undefined)	6	-9	-3	-14	-5	-6	4	2
COc1ccc(C(=O)Nc2ccc(Cl)c(S(=O)(=O)N3CCOCC3)c2)cc1	12	0	-8	0	-2	6	-3	-3
O=[N+]([O-])c1ccc(O)c(/C=N/Nc2ccccn2)c1	.	64*	22	.	.	61*	72*	13
Nc1ncc(Br)cc1S(=O)(=O)NCCC(=O)NC1CCCCC1	0	-5	0	-1	13	19	.	4
COc1ccc(CNC(=O)COC(=O)CN2C(=O)C(C)Oc3ccc(C)cc32)cc1 (centres undefined)	-2	-1	2	1	-19	12	-9	-7

More structures follow.
SMILES	APJ ag	EBI2 antag	CXCR6 block	UBC13 polyUb	APJ antag	CCR6 antagonist	Gli-Sufu antag	ATG4B inhibitor
Cc1ccccc1Nc1nnc(SCC(=O)NCC2CCCO2)s1 (centres undefined)	0	-5	13	3	7	15	1	-3
Cc1c(C(=O)n2cnc3ccccc32)cccc1[N+](=O)[O-]	-1	4	13	2	-13	9	4	2
CC1Cc2ccccc2N1S(=O)(=O)c1ccc(Cl)nc1 (centres undefined)	-2	8	-3	-7	16	16	7	-1
O=C(COC(=O)Cc1ccc(Cl)cc1)NCc1ccc2c(c1)OCO2	2	6	0	20	23	16	3	6
Cc1cc(C)c(C)c(OCCN2CC(C)OC(C)C2)c1 (centres undefined)	-1	5	-7	-1	8	9	.	3
OC(CSc1ccccc1)CN1CCN(c2ccc(Cl)cc2)CC1 (centres undefined)	.	2	-14	.	.	2	-24	4
Cc1ccc(CCNC(=O)c2nnn(-c3cccc(C)c3)c2N)cc1	6	16	3	1	-6	6	2	-1
